Compound activity deposited in PubChem by The Scripps Research Institute Molecular Screening Center.
TAAR1 antag = human TAAR1 antagonism | actives 1.5% (n = 360,000) | inhibition, % at 3 µM | CHO RD-HGA16 TAAR1, Fluo-8 calcium fluorescence, antagonist | AID 624466 | Q96RJ0;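 active = inhibition above a per-plate cutoff, the mean inhibition of test compounds on that plate plus 3 SD, cut at about 49% in these data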;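 note: 0% = DMSO plus EC80 beta-PEA response and 100% = DMSO alone without agonist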
Target sequence (Q96RJ0 whole entry, looked up): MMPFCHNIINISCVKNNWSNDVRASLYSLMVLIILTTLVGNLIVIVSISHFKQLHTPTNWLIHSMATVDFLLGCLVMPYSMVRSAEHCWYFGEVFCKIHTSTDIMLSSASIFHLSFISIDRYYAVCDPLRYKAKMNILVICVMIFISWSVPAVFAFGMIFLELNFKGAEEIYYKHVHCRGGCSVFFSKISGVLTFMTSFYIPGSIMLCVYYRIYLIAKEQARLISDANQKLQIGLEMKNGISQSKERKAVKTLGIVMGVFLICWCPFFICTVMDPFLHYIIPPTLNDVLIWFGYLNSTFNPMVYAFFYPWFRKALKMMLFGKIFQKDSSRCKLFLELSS
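Test system: RD-HGA16 CHO cells with stable hTAAR1 and Gα16 / Probe or stimulus: EC80 β-phenethylamine stimulus / Times: seeding 17-24 h prior, 75-min 37 °C, 30-min RT dye loading / Detection: Fluo-8 calcium-sensitive fluorescence / Read-out basis: % inhibition scaled between DMSO and EC80 PEA controls / Repeats: singlicate, one well per test compound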
TAAR1 agonist = human TAAR1 agonism. Q96RJ0. CHO RD-HGA16 TAAR1, Fluo-8 calcium fluorescence; vehicle wells 0%, saturating PEA agonist 100%. activation, % at 3 µM. actives 0.99% (n = 360,000). AID 624467;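 active = activation above the mean activation of all test compounds in the run plus 3 SD, cut at about 38% in these data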
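System: CHO-derived RD-HGA16 cells with stable Gα16 and human TAAR1. Times: 17-24 h plating, Fluo-8 75 min 37 °C, 30 min RT. Measured by: calcium-sensitive Fluo-8 signal, excitation 470-495, emission 515-575 nm. Read-out basis: % activation relative to PEA EC100 response. Control set: DMSO and PEA EC100. Repeats: no replicates (n 1).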
CHO-K1 Ca PAM = counter-screen for M1 PAMs: effect in parental CHO-K1 cells; activation, % at 3 µM; ATP EC20, Fluo-8 calcium fluorescence; 0% at ATP EC20, 100% at ATP max; actives 0.02% (n = 360,000);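 active = activation above the run cutoff, the mean activation of all test compounds plus 3 SD, cut at about 40% in these data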;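 note: peak over basal fluorescence ratio in a 140 s read after ATP addition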
M1 ag = agonists of human M1 muscarinic receptor; CHO-K1 hM1, Fluo-8 calcium fluorescence, agonist mode; 0% DMSO, 100% acetylcholine EC100; AID 588814; actives 0.33% (n = 360,000); activation, % at 3 µM; P11229;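 active = activation above the run's mean compound activation plus 3 SD, cut at about 16% in these data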;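 note: peak over basal fluorescence ratio within a 140 s kinetic read after compound addition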
Target sequence (P11229 whole entry, looked up): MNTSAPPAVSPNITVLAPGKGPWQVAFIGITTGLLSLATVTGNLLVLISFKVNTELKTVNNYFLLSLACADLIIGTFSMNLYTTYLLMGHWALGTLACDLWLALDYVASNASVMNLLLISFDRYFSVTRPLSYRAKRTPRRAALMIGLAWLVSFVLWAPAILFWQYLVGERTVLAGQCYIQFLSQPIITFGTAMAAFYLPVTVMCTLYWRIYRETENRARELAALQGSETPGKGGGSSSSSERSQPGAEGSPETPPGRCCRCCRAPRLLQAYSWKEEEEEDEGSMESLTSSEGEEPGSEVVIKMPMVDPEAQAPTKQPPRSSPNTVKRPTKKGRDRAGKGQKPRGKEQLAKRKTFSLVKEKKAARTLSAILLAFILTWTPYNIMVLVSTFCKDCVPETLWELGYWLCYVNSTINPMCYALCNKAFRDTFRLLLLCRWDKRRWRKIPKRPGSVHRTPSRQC
M1 antag = human CHRM1 antagonism | actives 1.3% (n = 360,000) | inhibition, % at 3 µM | AID 588852 | P11229 | CHO-K1 hM1, Fluo-8 calcium fluorescence, ACh EC80 antagonist;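 active = percent inhibition above its own plate's cutoff, namely the mean of that plate's compound wells plus 3 SD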;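 note: peak over basal fluorescence ratio during 140 s after agonist addition; 0% = ACh EC80 plus DMSO and 100% = DMSO alone without agonist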
M1 PAM = positive allosteric modulators of human M1 muscarinic receptor; AID 588819; CHO-K1 hM1, Fluo-8 calcium fluorescence, ACh EC20; 0% = ACh EC20, 100% = maximal ACh; actives 0.088% (n = 360,000); activation, % at 3 µM; P11229; in the data active = activation above about 19%, passing the limit was not always enough
CHO-K1 Ca ag = M1 agonist counterscreen hit in parental CHO-K1 cells; Fluo-8 calcium fluorescence; scaled to maximal ATP response, vehicle zero; activation, % at 3 µM; actives 0.48% (n = 360,000); in the data active = activation above about 15%;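 note: untransfected CHO-K1 host cells lacking M1 receptor as counterscreen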
CHO-K1 Ca antag = nonselective inhibitor or artifact in parental CHO-K1 cells; ATP-induced calcium, Fluo-8 fluorescence; inhibition, % at 3 µM; actives 0.6% (n = 360,000);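 active = inhibition above a per-plate cutoff, the plate's mean sample inhibition plus 3 SD, cut at about 24% in these data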;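 note: 0% = DMSO plus EC80 ATP and 100% = DMSO alone without ATP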
CHO parental Ca = signal in parental CHO cells, OX1R antagonist counter-screen; parental CHO-K1, ATP-induced calcium, Fluo-8 fluorescence; inhibition, % at 5.6 µM; actives 0.63% (n = 330,000); AID 463079;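 active = inhibition above that plate's mean sample inhibition plus 3 SD, cut at about 26% in these data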;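 note: 0% = ATP-challenged DMSO wells and 100% = DMSO wells without ATP; some compounds past the cut are filed as inactive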
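test system = CHO parental line | reagent = ATP stimulus | measured by = intracellular calcium via Fluo-8 no-wash fluorescent dye | control set = ATP and no-ATP DMSO wells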
Numbers without * were called inactive; . = no result given.

SMILES	TAAR1 antag	TAAR1 agonist	CHO-K1 Ca PAM	M1 ag	M1 antag	M1 PAM	CHO-K1 Ca ag	CHO-K1 Ca antag	CHO parental Ca
CC(=O)N1CCN(S(=O)(=O)c2cccc(C(=O)NCCC3=CCCCC3)c2)CC1	-12.8	0.5	19.1	-5.6	-4.5	2.8	0.1	4.7	-15.0
Cc1c(Cl)cccc1NC(=O)CNC(=O)c1ccc2c(c1)OCCO2	-1.4	20.2	2.0	6.0	-3.5	17.8	-0.1	4.6	-14.0
COC(=O)CNC(=O)C(C)NC(=O)CNC(=O)OCc1ccccc1 (stereo not drawn)	-26.3	7.4	24.1	-1.6	-2.4	4.2	1.6	-5.0	10.0
COc1ccc(-c2cc(C(=O)NCCN3CCOCC3)c3ccccc3n2)cc1	26.0	3.7	10.6	0.2	-6.4	7.8	2.2	-17.5	-14.0
COc1ccc(C(=O)c2c(C)oc3ccc(O)cc23)c(OC)c1	8.2	2.4	0.6	0.4	16.6	-9.0	5.3	-4.3	-5.6
COc1ccccc1N1CCN(/N=C\C(Br)=C\c2ccccc2)CC1	-1.7	-2.0	12.9	-4.5	-0.5	-1.1	4.6	-17.7	-5.0
O=C(O)c1ccc(N/N=C/c2cccc3nccnc23)cc1	-5.9	1.5	-3.1	0.8	-12.2	19.1	0.0	-3.7	6.5
Cc1ccc2c(c1)c(C)cc[n+]2Cc1ccccc1	-5.6	0.8	26.8	-9.8	-14.7	9.9	0.7	-8.7	-5.1
Cc1c(C=NNC(=O)c2ccc(Br)cc2)c2ccccn2c1C(=O)c1ccncc1	12.6	2.1	16.7	-1.1	-11.3	9.9	1.2	-10.1	-8.1
C[C@H](O)[C@@H]1C(=O)N2CCc3ccc(-c4cccc(F)c4)cc3[C@@H]2C[C@@H]1N(C)C(=O)C(C)(C)C	4.7	2.1	18.2	-2.1	-0.6	1.4	1.0	-7.8	.
Cc1ccc(C(=O)N(C)CCOc2ccccc2)cc1S(=O)(=O)N1CCCCC1	5.7	7.2	1.0	-3.4	4.3	-5.3	7.2	-8.6	-11.8
Cc1ccc2nc3c(cc(C(=O)NCCc4ccccc4)c(=N)n3CC3CCCO3)c(=O)n2c1 (stereo not drawn)	3.4	-4.2	0.3	-11.5	-1.1	-4.2	0.7	-10.4	-32.3
COCCn1c(C)cc(/C=N/NC(=O)c2cc3ccccc3cc2O)c1C	.	.	12.4	-3.5	-2.9	0.8	2.2	-9.3	-8.1
C=CCN(Cc1cccs1)C(=O)CN1CCN(S(=O)(=O)c2ccc3c(c2)OCCCO3)CC1	-8.9	-3.9	7.2	-4.3	-14.5	-2.6	0.2	-18.5	-14.9
O=[N+]([O-])c1ccc(C2CN=C(Nc3ccccc3)S2)cc1 (stereo not drawn)	20.1	5.5	-4.0	-3.7	-3.5	6.2	1.0	-19.3	-9.9

Continued, starting with the last 2 of the part before.
SMILES	TAAR1 antag	TAAR1 agonist	CHO-K1 Ca PAM	M1 ag	M1 antag	M1 PAM	CHO-K1 Ca ag	CHO-K1 Ca antag	CHO parental Ca
C=CCN(Cc1cccs1)C(=O)CN1CCN(S(=O)(=O)c2ccc3c(c2)OCCCO3)CC1	-8.9	-3.9	7.2	-4.3	-14.5	-2.6	0.2	-18.5	-14.9
O=[N+]([O-])c1ccc(C2CN=C(Nc3ccccc3)S2)cc1 (stereo not drawn)	20.1	5.5	-4.0	-3.7	-3.5	6.2	1.0	-19.3	-9.9
O=C(/C=C/c1c[nH]c2ccccc12)c1cccc2ccccc12	23.3	4.2	12.4	-5.9	2.4	7.2	0.6	-5.8	-6.3
COc1ccccc1/C=C(/C(=O)OCC(=O)NCc1ccccc1)c1ccccc1	-27.4	-0.8	24.0	-7.9	-6.2	9.3	0.6	-12.3	1.7
CC(=O)NC12CC3CC(C)(C1)CC(NC(C)=O)(C3)C2	.	.	5.4	-2.9	-16.5	8.4	0.2	-6.3	-10.4
C/C(=N\NC(=S)NC1CCCCC1)c1ccccc1	-14.9	-0.9	16.8	-5.9	-1.6	-3.1	0.2	-8.7	-32.7
CC(=O)OC(C(=O)NC1CCCCC1)c1ccccc1F (stereo not drawn)	1.4	5.9	-20.2	5.7	-12.3	5.0	-0.7	-15.6	-13.3
Cn1nccc1NS(=O)(=O)c1ccc(F)cc1	-7.4	1.1	16.5	-3.0	-14.9	7.8	0.9	-11.2	-0.8
O=S(=O)(c1ccccc1)c1nc(-c2ccccc2Cl)oc1NCCN1CCOCC1	20.0	0.3	-10.0	-2.9	7.0	-1.7	0.6	14.6	-20.6
C=CCOc1ccc(C=Nc2ccc(C)c(Cl)c2)c(O)c1	-10.6	1.0	18.9	-7.2	-5.4	5.8	2.5	-8.5	5.2
O=C(c1ccc(NS(=O)(=O)c2ccc(F)cc2)cc1)N1CCCCCC1	-20.1	2.4	2.4	-2.6	6.2	-3.5	2.4	0.8	-11.1
Cc1ccc(OCC(O)CN2CCN(CC(O)COc3ccc(C)cc3)CC2)cc1 (stereo not drawn)	1.0	12.7	9.3	-1.0	2.8	2.0	-0.1	14.8	-0.4
O=C(CSc1nc2ccccc2c(=O)[nH]1)Nc1ccc(S(=O)(=O)N2CCCC2)cc1	-2.0	8.5	10.2	-5.2	11.3	-4.5	1.0	4.5	-11.9
O=C(CCC1N=C2c3ccccc3N=C(SCC(=O)NCC3CCCO3)N2C1=O)NCc1ccc(F)cc1 (stereo not drawn)	-19.5	0.6	-19.9	-1.3	4.9	-0.8	0.2	-0.6	-7.8
CCOC(=O)c1c(C)n(C)c2ccc(OC)c(NC(=O)CN3CCN(C(=O)c4ccco4)CC3)c12	-5.2	2.5	20.7	0.8	-23.4	0.3	0.7	-0.8	-6.6
CCOC(=O)c1cc(-c2ccccc2)nn1CCC#N	-21.3	-1.0	-0.2	-1.9	2.2	4.6	-0.8	-3.5	13.7
Cc1cccc(OC(=O)Cn2c(C(F)(F)F)nc3ccccc32)c1	0.5	5.0	10.3	-3.2	-3.4	2.3	0.5	-5.2	-7.5
COC(=O)c1ccc(CSc2nnc(CNC(=O)c3ccccc3F)o2)o1	-1.3	5.4	21.6	-3.7	-4.5	1.3	0.9	-17.4	-16.6
O=C(O)c1ccc(-c2ccc(-c3ccccc3)cc2)s1	.	.	-1.7	1.1	-5.7	13.6	-0.7	1.0	10.2
CCSc1nc2c(cnn2-c2ccc(C)c(C)c2)c(=O)[nH]1	-27.2	0.2	-8.2	-0.2	5.2	-3.3	-0.4	16.8	-3.1
COc1ccc(CCCC(=O)NCCc2ccccc2)c(C)c1	-10.6	11.3	22.6	-5.1	-14.1	6.2	1.3	-18.9	.
O=C(CCn1c(=S)[nH]c2cc3c(cc2c1=O)OCO3)NCc1ccc(Cl)cc1	-7.4	3.4	21.4	-5.4	-10.1	7.7	0.6	-13.3	10.0
Cc1cc(C)cc(OCC(=O)OCC(=O)NCCC2=CCCCC2)c1	-0.9	12.4	8.1	-0.8	-9.7	13.8	-0.6	-3.5	-6.9
COCCN1C(=O)C(=O)/C(=C(/O)c2cccc(OC)c2)C1c1ccco1 (stereo not drawn)	1.9	3.9	17.9	-1.9	-23.6	7.0	0.1	-7.5	1.8
O=C1NC(=S)NC1=Cc1ccco1	-20.8	0.8	-12.9	2.8	-18.7	21.0	0.3	11.4	.
COc1ccc2nc(N/C(N)=N/C(=S)Nc3c(C)cccc3C)nc(C)c2c1	-5.8	8.2	30.7	-5.2	-3.5	5.2	-0.1	-21.6	-7.9
CCCCCCOC(=O)Cc1c(C)nc(N)[nH]c1=O	-10.6	-2.8	20.6	-1.4	-14.7	11.3	4.9	-8.7	-3.0
CN(CC1CCOCC1)C(=O)CC1C(=O)NCCN1Cc1ccc(Cl)c(F)c1 (stereo not drawn)	-15.2	3.2	5.5	-3.3	-17.4	12.5	1.2	-18.2	-18.0
CC12CCC(C(=O)NCCc3ccccc3)(OC1=O)C2(C)C (stereo not drawn)	-3.6	6.2	20.8	-6.9	2.4	5.8	0.6	-2.4	-5.6
COCCOC(=O)c1sc(=S)n(CCOC)c1N	-1.6	5.6	6.3	-4.3	-3.5	6.6	0.7	-18.6	-3.7
CCOC(=O)C1=CC[C@H]2c3c(c4ccccc4n3C)C(=O)C1N2C(=O)OC(C)(C)C	-5.2	3.6	-1.0	-7.0	-0.8	0.2	-0.6	-4.5	-24.3
Cc1cccn2cc(CCNS(=O)(=O)c3ccc4c(c3)OCCO4)nc12	-18.1	2.4	12.4	-7.0	9.4	-11.1	1.2	-5.3	-6.4
O=C(C(Br)=Cc1ccccc1)c1ccccc1	-3.7	2.4	-4.6	3.2	-3.7	12.0	-0.5	2.4	.
COC(=O)C1SCC2C(=O)N(Cc3ccc(Cl)cc3)CC(=O)N21 (stereo not drawn)	-9.8	1.2	1.4	-4.9	19.2	-19.4	5.2	13.3	3.1
CN(C)/C=N/c1nc(-c2ccc3ccccc3c2)cs1	5.9	0.2	-8.1	-2.0	-8.2	2.2	0.7	-6.6	-6.1
Cc1ccc(C(=O)c2cc([N+](=O)[O-])ccc2N2CC(C)OC(C)C2)cc1 (stereo not drawn)	5.4	-2.4	17.6	-6.9	-8.0	5.1	0.3	-3.9	-17.4
O=C(c1ccc2c(=O)n(Cc3ccccc3Cl)c(=S)[nH]c2c1)N1CCOCC1	-20.1	8.6	12.1	-1.9	-6.6	3.5	-0.3	-5.1	7.7
CCOc1ccc2[nH]c(=O)c(CN(CC3COCCO3)C(=O)c3ccc(C)cc3)cc2c1 (stereo not drawn)	-5.2	9.4	12.3	-4.0	-19.8	13.7	0.8	-10.5	-21.5
O=C(Nc1cc(Sc2ccccn2)cc([N+](=O)[O-])c1)c1cccc(F)c1	28.5	3.3	0.8	-3.3	-0.4	2.1	10.1	2.9	-19.0
C=CCOC(=O)C1=C(C)OC(N)=C(C#N)C1c1ccc2c(c1)OCO2 (stereo not drawn)	-12.1	7.7	5.8	-1.7	-19.4	-2.6	2.5	-7.3	-2.0
Cc1nnc(NC(=O)CSc2nnc(C)c(=O)n2N)s1	-11.5	0.8	-0.2	2.2	-24.6	14.8	1.1	-3.6	-4.3
O=C(CSc1cccc2cccc(Cl)c12)NCc1cccs1	3.7	2.9	13.2	-10.0	0.3	2.4	2.3	-5.2	-19.5
CCN(CC)S(=O)(=O)c1ccc(-c2nnc(SCC(=O)N3CCc4ccccc43)o2)cc1	1.8	23.0	9.4	0.7	-4.7	5.4	0.5	1.1	-7.4
COc1ccccc1OCCNC(=O)c1ccc(C)o1	5.8	0.6	-23.9	-2.3	-12.7	7.1	0.1	-2.7	-4.3
O=C(CN(CC1CCCO1)C(=O)CCC(=O)Nc1nccs1)NCc1ccc2c(c1)OCO2 (stereo not drawn)	-2.1	9.3	-0.6	-1.0	-5.9	9.2	0.1	-5.0	-1.6
CCCCCCCCN1C(=O)[C@H](CC(=O)NCCC(C)C)C[C@@]2(C(=O)OC)CCCCC=C12	-13.0	-2.0	0.4	.	.	.	-0.6	-10.3	.
